Bioassay records as filed in PubChem BioAssay.
SMN2 splice enh = SMN2 splice variant enhancement | HEK293 SMN2-luciferase splicing reporter, luminescence, 30-36 h | Potency, µM (titrated, usually from 46.1 µM), for the others: at the highest dose activity change, positive = activation, actives largely listed as activators | 210,000 tested, 2.8% active | AID 1458; further: % of control where 0% means no effect; nearly all actives have a fitted effect of over 55% in size
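HEK293 cells carry an SMN2 […]–luciferase reporter in which exon 7 inclusion puts luciferase in frame. Cells were plated 10-12 h before compound addition, then incubated 30-36 h at 37C. ONE-Glo luminescence was read; sodium butyrate at 4.5 mM final served as control.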
Tau fibril FP = inhibitors of human tau fibril formation; P10636; K18 P301L tau heparin fibrillization, Alexa594 FP, 6 h; Potency, µM (titrated, usually from 57.7 µM), inactives show at the highest dose activity, negative = inhibition, actives largely listed as inhibitors; 280,000 tested, 0.39% active; AID 1468; further: on the % scale 0 is the no-effect control and ±100 the full control effect; nearly all actives have a fitted effect of over 55% in size
Target sequence (P10636 561-689 P618L limits assumed): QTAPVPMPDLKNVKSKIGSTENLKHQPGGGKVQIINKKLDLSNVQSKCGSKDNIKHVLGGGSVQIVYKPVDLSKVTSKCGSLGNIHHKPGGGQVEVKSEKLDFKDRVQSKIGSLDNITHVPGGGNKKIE
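K18 P301L tau (15 uM unlabeled/0.24 uM Alexa 594-labeled, final) + compound + heparin 20 uM final; 100 mM NaOAc pH 7; 6 hr 37 C; ThT 30 uM final added, 1 hr RT; FP ex 555/em 632 nm.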
ALDH1A1 inh = ALDH1A1 (human) enzyme inhibition. P00352. AID 1030. Potency, µM (titrated, usually from 75.3 µM), for inactives: top-dose activity, negative = inhibition, hits mostly inhibitors. Purified ALDH1A1, NADH fluorescence, propionaldehyde substrate. 220,000 tested, 7.3% active; active means well fitted inhibition curve with a large enough effect, not every such curve was filed as active; inconclusive means small, poorly fitted or top-dose-only effect, or another doubt; inactive means no such curve, though single readings can be large or run the other way;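 further: plate controls were no enzyme wells and a reference inhibitor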
Target sequence (P00352 whole entry, looked up): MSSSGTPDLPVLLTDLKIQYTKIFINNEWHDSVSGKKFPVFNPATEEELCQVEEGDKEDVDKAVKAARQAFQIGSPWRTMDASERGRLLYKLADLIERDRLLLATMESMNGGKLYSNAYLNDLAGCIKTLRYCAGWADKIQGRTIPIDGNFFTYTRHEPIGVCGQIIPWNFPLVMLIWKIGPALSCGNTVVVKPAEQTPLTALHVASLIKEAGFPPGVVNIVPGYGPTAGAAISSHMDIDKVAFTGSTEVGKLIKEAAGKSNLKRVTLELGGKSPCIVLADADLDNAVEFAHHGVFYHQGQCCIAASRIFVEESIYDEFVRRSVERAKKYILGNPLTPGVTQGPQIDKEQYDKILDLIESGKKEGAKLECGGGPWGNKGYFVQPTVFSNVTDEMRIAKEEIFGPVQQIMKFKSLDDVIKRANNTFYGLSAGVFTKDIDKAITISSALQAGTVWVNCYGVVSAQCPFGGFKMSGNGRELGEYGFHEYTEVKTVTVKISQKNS
Tau fluor counter = counter-screen for tau fibril formation inhibitors | Potency, µM (top dose mostly 57.7 µM), for inactives: at the highest dose activity change, negative = decrease | tau K18 P301L Alexa594 fluorescence, heparin fibrillization | 280,000 tested, 0.93% active; further: on the % scale 0 is the no-effect control and ±100 the full control effect; nearly all actives have a fitted effect of over 55% in size
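Human tau K18 P301L (15 uM unlabeled, 0.24 uM Alexa 594-labeled) in 100 mM sodium acetate pH 7 with 20 uM heparin, 6 hr at 37 C. ThT 30 uM added, 1 hr ambient; Alexa 594 FP and total fluorescence read at 555/632 nm.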
HTT cytoprotect = cytoprotection in Huntington HTT-Q103 PC12 cell model; PC12 HTT-Q103 induced, cytoprotection, ATP luminescence, 40 h; Potency, µM (series often up to 56.4 µM), for inactives: cytoprotection (ATP increase), usual class: activators; 230,000 tested, 0.14% active; AID 1471;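 further: % of control where 0% means no effect; nearly all actives have a fitted effect of over 45% in size; toxic huntingtin expression switched on by the ecdysone agonist tebufenozide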
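Cells were plated at 1500 per well in phenol red-free DMEM with 5% equine and 5% calf serum. Tebufenozide (100 nM final) and compounds were added, then ATPlite reagent, and luminescence was read.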
HTT aggregate = inhibitors of mutant huntingtin aggregate formation in PC12 cells; 220,000 tested, 1.1% active; Potency, µM (titrated, usually from 46.1 µM), inactives show at the highest dose activity change, negative = inhibition, actives largely listed as inhibitors; PC12 HttQ103-GFP aggregates, Acumen cytometry, 40 h; further: on the % scale 0 is the no-effect control and ±100 the full control effect; nearly all actives have a fitted effect of over 60% in size
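PC12 cells with ecdysone-inducible HTT exon1 Q103-GFP, induced by 100 nM tebufenozide, given compounds in a concentration series. GFP aggregates (1–25 um, 6 SD above background) counted in lysates by laser-scanning cytometry, 488 nm excitation.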
Tau fibril ThT = tau fibrillization inhibition (ThT binding); P10636; recombinant tau K18 P301L (four-repeat tau fragment), heparin-induced fibrillization, ThT fluorescence; Potency, µM (top dose mostly 57.4 µM), for the others: at the top dose activity, negative = inhibition, most hits filed as inhibitors; 270,000 tested, 2.1% active; AID 1460; further: on the % scale 0 is the no-effect control and ±100 the full control effect; nearly all actives have a fitted effect of over 55% in size
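Heparin-induced fibrillization of the P301L-mutant K18 repeat-domain fragment of human tau was followed by ThT binding in quantitative high-throughput format.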
JMJD2E inh = blocks human JMJD2E demethylase activity. JMJD2E catalytic domain, FDH-coupled NADH fluorescence (FDH is formaldehyde dehydrogenase). Potency, µM (highest dose often 57.1 µM), for inactives: top-dose activity change, negative = inhibition, most hits filed as inhibitors. 230,000 tested, 1.6% active. AID 2147; active means well fitted inhibition curve with a large enough effect, not every such curve was filed as active; inconclusive means small, poorly fitted or top-dose-only effect, or another doubt; inactive means no such curve, though single readings can be large or run the other way;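 further: 0% = wells with enzyme and -100% = buffer wells without enzyme; nearly all actives have a fitted effect of over 50% in size; many of its hits are not listed in these tables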
Target sequence (B2RXH2 1-337 limits assumed): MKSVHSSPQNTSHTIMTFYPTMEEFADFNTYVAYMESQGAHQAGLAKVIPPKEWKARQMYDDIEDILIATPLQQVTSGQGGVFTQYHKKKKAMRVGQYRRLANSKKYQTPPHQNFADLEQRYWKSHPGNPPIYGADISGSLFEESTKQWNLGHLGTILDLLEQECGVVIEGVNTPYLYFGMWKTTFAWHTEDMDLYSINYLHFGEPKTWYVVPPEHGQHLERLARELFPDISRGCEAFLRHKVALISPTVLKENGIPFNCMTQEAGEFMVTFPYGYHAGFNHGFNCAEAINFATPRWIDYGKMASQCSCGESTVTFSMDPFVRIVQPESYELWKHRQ
Numbers without * were called inactive; ? = inconclusive; . = not tested or not shown; & = joins results of further samples; [ ] = dose if it differs, or a comment. Unless noted, the call rests on the fitted dose curve; in most records, active means well fitted curve in the direction sought with a large enough effect; inconclusive means small, poorly fitted or top-dose-only effect, or another doubt; inactive means no such curve, though single readings can be large; an effect the other way counts as inactive or inconclusive. Potency means the concentration at half of the fitted maximal effect.

SMILES	SMN2 splice enh	Tau fibril FP	ALDH1A1 inh	Tau fluor counter	HTT cytoprotect	HTT aggregate	Tau fibril ThT	JMJD2E inh
CC(C)(CNC(=O)C1CCCN1C(=O)c1cccs1)N1CCOCC1 (stereo unspecified)	12%	-8%	0%	-2%	-49%[inhibitor]	16%	0%	3%
CCCC(=O)Nc1nc2c(OC)ccc(OC)c2s1	20%	-3%	16µM*	-20%	-5%	-1%	-16%	-21%
COc1ccc(N(C)C(=O)c2onc3c2CCCC3)cc1	-2%	4%	-1%	2%	.	-1%	-5%	-6%
O=C(CC(C(=O)N1CCc2ccccc21)n1ccnc1)NCc1ccccc1 (stereo unspecified)	-21%	3%	7%	-11%	-3%	0%	-5%	4%
CCc1nc2nc(C)cc(Nc3ccc(Br)cc3F)n2n1	16%	6%	.	-2%	.	.	-2%	.
Cc1ccccc1NC(=O)COC(=O)c1cc(=O)c2ccccc2o1	8%	-8%	0%	-4%	-17%	0%	-7%	1%
Cc1c(S(=O)(=O)Nc2cc(Cl)ccc2Cl)c(=O)n(C)c(=O)n1C	19%	2%	4%	-1%	-12%	5%	-7%	-7%
COc1cccc(N2CCN(Cc3nc(N)nc(Nc4ccccc4OC)n3)CC2)c1	-1%	4%	?	-13%	7%[10 µM]	12%	-9%	-2%
Cc1ccc(S(=O)(=O)NN2C(=O)c3ccccc3NC2C)cc1 (stereo unspecified)	2%[1.84 µM]	2%	?	-7%	22%[10 µM]	5%	-4%	?
CCN(CC)CCCC(C)n1c(-c2ccccc2)nc2c(NC3CCCCC3)nc(C)nc21 (stereo unspecified)	-3%	-1%	?	-7%	-23%	.	-9%	?
COCCCN1CCc2[nH]c(=S)[nH]c(=O)c2C1	8%	1%	?	0%	2%[10 µM]	1%	-6%	?
O=C(NCc1ccc(Cl)cc1)C(=O)NCC1OCCN1C(=O)c1cccs1 (stereo unspecified)	-5%	0%	15%	-4%	-15%[10 µM]	3%	-8%	7%
c1ccc(CCCNCC2COc3ccccc3O2)cc1 (stereo unspecified)	8%	6%	-2%	-3%	-15%	16%	-7%	5%
O=C(COc1cccnc1[N+](=O)[O-])N1CCc2ccccc21	25%	-5%	?	-8%	-40%	0%	?	-2%
Cc1ccccc1NC(=S)c1nc2ccccc2[nH]1	29%	14%	7%	-14%	16%[0.074 µM]	-18%	?	19µM*
CCC(=O)Nc1ccc(C(=O)OCc2ccc(Cl)c(Cl)c2)cc1	-13%[1.84 µM]	-14%	7%	-12%	0%[10 µM]	18%	1%	0%
Cc1ccc(S(=O)(=O)N(C)Cc2nc(-c3ccccn3)no2)cc1	5%	1%	4%	-1%	18%[0.074 µM]	-3%	-11%	8%
NC(=S)N/N=C/c1c(O)c(Br)cc2oc3c(c12)CCCC3	.	-6%	.	?	15%[10 µM]	-19%[9.22 µM]	-10%	-19%
O=c1c2ccccc2oc2nc(-c3cccs3)n(CCc3ccccc3)c(=O)c12	?	0%	16%	-2%	.	12%	-6%	7%
COc1cc(NC(=O)NCC2CCN(Cc3ccc(C)cc3)CC2)cc(OC)c1OC	-1%	3%	.	-10%	.	.	0%	.
COC(=O)c1ccc(CSc2nnc(NC(=O)C3CC(=O)N(c4ccc5c(c4)OCCO5)C3)s2)cc1 (stereo unspecified)	-8%	14%	?	-29%	-29%[10 µM]	1%	?	-4%
CC1(C)SCC2C(=O)N3C(CSC3(C)C)C(=O)N21 (stereo unspecified)	0%	5%	8%	1%	-10%	13%	-3%	7%
CN(C)c1ccc(C=NCCC2(O)CCOC(C)(C)C2)cc1 (stereo unspecified)	-7%	8%	0.56µM*	2%	-8%[10 µM]	-10%	0%	-9%
COC(=O)c1ccc(CSc2nnc(-c3ccncc3)o2)o1	-6%	-4%	5%	-9%	-1%	6%	-10%	2%
COc1cc(C2c3c(oc4ccc(F)cc4c3=O)C(=O)N2c2nc(C)c(C)s2)cc(OC)c1OC (stereo unspecified)	16%	-8%	.	-12%	.	.	-8%	.
(cont.)
SMILES	SMN2 splice enh	Tau fibril FP	ALDH1A1 inh	Tau fluor counter	HTT cytoprotect	HTT aggregate	Tau fibril ThT	JMJD2E inh
Nc1nnc(-c2cccnc2)s1	?	-1%&1%	-5%&5%	5%&-10%	10%	-11%	5%&-3%	?
Cc1cccc(C)c1NC(=O)CSc1nnc(-c2ccco2)c(-c2ccco2)n1	0%	?	7.1µM*	?	-17%	13%	25µM*	?
COc1ccc(-c2noc(CCC(=O)N3CCN(c4cccc(C(F)(F)F)c4)CC3)n2)cc1	-60%[inhibitor]	0%	-2%	-29%	-1%	?	?	0%
O=c1[nH]c(=O)n([C@H]2C[C@H](O)[C@@H](CO)O2)cc1/C=C/Br	-9%	-3%	3%	-2%	?	13%	-4%	1%
N#CCSc1nnc(-c2cccnc2)n1-c1ccccc1	7%	6%	2%	11%	5%	0%	7%	-1%
N=c1cc(C2(O)CCCCC2)n2c(nc3ccccc32)s1	-11%	-5%	1%	-13%	-101%[inhibitor]	?	-19%	-9%
O=C(COC(=O)Cc1cn2ccsc2n1)Nc1nc2ccccc2s1	7%	2%	-13%	-17%	-16%[10 µM]	8%	?	1%
O=C1c2ccccc2C(=O)N1CCCc1c[nH]c2ccccc12	0%	9%	-11%	?	13%[10 µM]	-1%	-13%	-15%
COc1cccc(CNn2c(-c3cccc(C)c3)nc3ccccc3c2=O)c1O	-16%	12%	4%	-25%	-27%	4%	-16%	1%
COc1cccc(C(=O)N2CCN(S(=O)(=O)Cc3ccccc3)CC2)c1	-10%	3%	?	0%	-6%	1%	-2%	-2%
COc1ccc2nc(SCC(=O)Nc3c(C)cccc3C)[nH]c2c1	3%	2%	?	-8%	12%	23%	1%	5%
OCCNc1ncnc2ccc(Br)cc12	.	9%	1%	?	-3%	9%	-3%	-15%
COC(=O)c1ccc(N2CCN(c3ccccc3)CC2)c(NC(=O)C2CC2)c1	-8%	2%	-3%	-16%	-13%	10%	?	4%
N#C/C(C(N)=O)=C1/SC(Cc2ccc(F)cc2)C(=O)N1c1ccccc1 (stereo unspecified)	.	?	.	-22%	4%[10 µM]	-9%[9.22 µM]	-11%	2%
CSCCC(NC(=O)c1ccc(Cl)cc1Cl)C(=O)OCC(N)=O (stereo unspecified)	.	-7%	.	20%	-3%[10 µM]	-3%[9.22 µM]	.	4%
CCOC(=O)C1=C(C)NC(=O)NC1c1ccsc1 (stereo unspecified)	11%	2%	2%	0%	-4%	8%[9.22 µM]	-8%	2%
CC(=O)c1c(C)[nH]c(C(=O)Nc2nc(-c3ccccc3)c(C)s2)c1C	.	6%	-6%	-6%	-36%[10 µM]	17%	-2%	0%
Cc1ccc(-n2nnnc2Sc2nc([N+](=O)[O-])nn2C)cc1	-13%	-7%	11%	-6%	23%[10 µM]	13%	-4%	5%
C/C(N)=C(/C#N)C(=O)COC(=O)c1ccc(NC(N)=O)cc1	.	0%	.	-2%	10%[10 µM]	-30%[9.22 µM]	2%	3%
Cc1sc2ncnc(SCC(=O)NC(C)C(C)C)c2c1C (stereo unspecified)	-55%[inhibitor]	5%	-13%	-2%	-18%	10%	0%	?
Cc1cc(O)ccc1N/C=C(\C#N)c1nc2ccccc2o1	5%	7%	-8%	-3%	-20%[10 µM]	-12%	7%	-2%
CCOc1ccccc1NC(=O)Cn1c(=O)n(Cc2ccc(C(=O)NCCCOC)cc2)c(=O)c2ccccc21	5%	-12%	.	-12%	.	.	-9%	.
Cc1ccc(S(=O)(=O)N2CCC(C(=O)Nc3ccc4c(c3)COC4=O)CC2)cc1	-3%	1%	?	5%	-16%[10 µM]	-19%	3%	-6%
CCOc1ccc(/C=N/OCC(=O)Nc2cc(C)on2)cc1	-6%	-1%	15%	-16%	-10%[10 µM]	1%	-18%	1%
N#Cc1c(Cl)cccc1-n1ccnc1	7%	-9%	5%	-2%	-17%	23%	-9%	-2%

Complete entries, looked up by structure. Order of screens: SMN2 splice enh, Tau fibril FP, ALDH1A1 inh, Tau fluor counter, HTT cytoprotect, HTT aggregate, Tau fibril ThT, JMJD2E inh
OCCNc1ncnc2ccc(Br)cc12 reads ., 9%, 1%, ?, -3%, 9%, -3%, -15%
Cc1cccc(C)c1NC(=O)CSc1nnc(-c2ccco2)c(-c2ccco2)n1 reads 0%, ?, 7.1µM*, ?, -17%, 13%, 25µM*, ?
CSCCC(NC(=O)c1ccc(Cl)cc1Cl)C(=O)OCC(N)=O (stereo unspecified) reads ., -7%, ., 20%, -3%[10 µM], -3%[9.22 µM], ., 4%

Next part
SMILES	SMN2 splice enh	Tau fibril FP	ALDH1A1 inh	Tau fluor counter	HTT cytoprotect	HTT aggregate	Tau fibril ThT	JMJD2E inh
CCC1c2ccc(C)n2CCN1C(=O)Nc1ccc(F)cc1 (stereo unspecified)	-9%	-11%	?	-18%	6%	-6%[9.22 µM]	?	?
O=C(NC1CCCCC1)c1ccc(CNc2ccccc2)o1	-11%	12%	?	-2%	-19%[10 µM]	-28%	-11%	-3%
O=C(CN(Cc1ccc2c(c1)OCO2)C(=O)CNC(=O)c1ccco1)NC1CCCCC1	-1%	-6%	22µM*	-5%	-9%	5%	-5%	-13%
COc1ccc(-n2nnnc2SCC(=O)NCCc2ccccc2)cc1OC	7%	-2%	-15%	-10%	.	1%	-4%	1%
O=C(c1ccccc1F)N1CCc2ccccc21	2%	-1%	-4%	-2%	-2%	21%[9.22 µM]	-1%	6%
C/C(=N\NC(=O)c1ccc(Cl)c(Cl)c1)c1ccc(Br)s1	-46%[inhibitor]	-8%	-10%	-12%	-30%[10 µM]	-14%	?	3%
CC1(C)CC2CC(C)(CN2Cc2c(O)ccc3ccccc23)C1 (stereo unspecified)	2%	18%	?	?	-5%[10 µM]	?	?	?
O=C(CCSCCC(=O)NCc1ccco1)NCc1ccco1	5%	?	18µM*	-21%	0%	2%	14µM*	?
CCOc1ccc(NCc2nnc(SCc3ccc(Cl)cc3)n2-c2ccccc2)cc1	-32%[inhibitor]	4%	16µM*	?	10%[10 µM]	?	?	-7%
O=C(NCc1ccco1)C(c1ccncc1)N(CCC1=CCCCC1)C(=O)Cn1nnc2ccccc21 (stereo unspecified)	-3%	-6%	-19%	-10%	-6%	4%	-18%	-5%

An excerpt (hit frequency here may not be typical).
